# Growth percent in the NCI-60 one-dose screen (48 h, 10 µM unless noted): 100 = growth as untreated, 0 = no growth, -100 = all killed.
# SK-MEL-2: SK-MEL-2 melanoma. 77,000 compounds, 4.7% hits
# SK-MEL-5: SK-MEL-5 melanoma; 80,000 compounds, 6.4% hits; AID 1794755
# LOX IMVI: LOX IMVI melanoma. 79,000 compounds, 7.4% hits. AID 1794757
# T-47D: T-47D breast cancer | 79,000 compounds, 5% hits | AID 1794792
# MDA-MB-435: MDA-MB-435 melanoma. 82,000 compounds, 7.8% hits
# HS 578T: HS 578T breast cancer; 78,000 compounds, 4.1% hits; AID 1794788
# BT-549: BT-549 breast cancer; 78,000 compounds, 4.4% hits; AID 1794793
# SK-MEL-28: SK-MEL-28 melanoma; 81,000 compounds, 4.1% hits; AID 1794761
# * = called active by the depositor; / = not tested or not shown; & = joins results of further samples. How the source made its calls: active means growth percent below 10; inactive means the rest. Compounds as they come; 12% or so of the library scored in one or more.
(1) O=C(NC1CCCCC1)C(c1ccc(O)c(O)c1O)N(C(=O)c1cc(O)c(O)c(O)c1)c1cccc(O)c1 (centres undefined)
(2) CC(Br)Cc1ccc2c(c1)OCO2 (centres undefined)
(3) Cc1ccccc1C(C(=O)Cl)(c1ccccc1)c1ccccc1C
(4) Nc1cc(=O)nc2cn[nH]n12
(5) COc1ccc(C(=O)c2sc3nc(-c4ccccc4)cc(-c4ccc(F)cc4)c3c2N)cc1OC
(6) COc1cc(C2CC(c3ccc(Oc4ccc(Cl)cc4)cc3)=NN2c2nc(-c3ccc(Cl)cc3)c(C#N)c(N3CCOCC3)n2)cc(OC)c1OC (centres undefined)
(7) O=C(/C=C/c1nnc2n(Cc3ccccc3)c(=O)c3c4c(sc3n12)CCCC4)c1ccccc1
(8) S=C(NCc1ccccc1)N1CCC(CCCC2CCN(C(=S)NCc3ccccc3)CC2)CC1
(9) CN(C)CCOc1nc2c3ccncc3cc(-c3cccc(Cl)c3)c2c2cnccc12
(10) CC(=O)OCC1OC(OC(C)=O)C(NC(=O)NS(=O)(=O)c2ccc(CCNC(=O)c3cccc(Cl)c3)cc2)C(OC(C)=O)C1OC(C)=O (centres undefined)
assay / compound	1	2	3	4	5	6	7	8	9	10
SK-MEL-2	115.9	96.4	102.4	105.9	/	106.1	107.1	113.7	/	113.4
SK-MEL-5	93.9	98.8	105.1	103.8	88.4	97.8	110.7	58.8	10.8	102.0
LOX IMVI	96.3	96.9	88.5	103.7	85.0	80.6	84.7	/	5.8*	95.7
T-47D	86.0	106.7	103.1	104.0	/	91.8	-39.2*	71.8	38.7	109.8
MDA-MB-435	96.3	104.1	101.1	102.0	99.1	94.2	93.2	101.3	30.0	100.0
HS 578T	103.6	102.4	103.4	103.7	115.1	104.2	110.0	107.9	54.3	107.3
BT-549	92.0	117.7	/	103.3	92.7	116.2	82.4	98.2	52.6	114.3
SK-MEL-28	103.7	110.0	106.7	115.8	100.4	97.8	119.3	118.8	13.3	107.3

(11) OCc1cc(Cl)cc(CO)c1O
(12) COC(=O)[C@H]1Cc2c([nH]c3ccccc23)[C@@H](c2ccc3c(c2)OCO3)N1
(13) C=CCSc1nnc(NC(=O)CCl)s1
(14) O=c1c2ccccc2c(=O)c2c1sc1c(=O)c3ccc(O)cc3c(=O)c12
(15) Cc1ccc(NC(=O)Cn2nncc2CN2C(=O)CSC2=O)c(C)c1
(16) COC(=O)C(C#N)=C1CCCC1
(17) Cc1c(-c2cnc3ccc(F)cc3c2C(=O)O)nnn1-c1ccc([N+](=O)[O-])cc1
(18) C=C1C(=O)O[C@H]2[C@H]1CC/C(COC(=O)c1cc3cc(F)ccc3[nH]1)=C\CC[C@@]1(C)O[C@@H]21
(19) O=C(Oc1ccc2c(c1)sc1nc(-c3ccccc3)[nH]c(=O)c12)C(F)(F)F
(20) N=c1c(S(=O)(=O)c2ccccc2)cc2c(=O)n3ccccc3nc2n1CC1CCCO1 (centres undefined)
assay / compound	11	12	13	14	15	16	17	18	19	20
SK-MEL-2	93.6	105.9	102.6	-60.2*	106.0	106.6	100.6	-69.0*	26.6	112.2
SK-MEL-5	107.1	99.3	88.0	-96.2*	112.2	102.6	108.0	-94.5*	11.6	99.7
LOX IMVI	90.9	95.8	7.8*	-61.0*	100.6	89.2	101.9	-87.2*	18.8	98.7
T-47D	91.6	92.7	90.3	-27.5*	97.0	102.2	97.0	-51.8*	32.3	104.4
MDA-MB-435	101.6	103.1	90.8	-86.2*	105.4	104.2	106.2	-82.0*	-55.4*	109.4
HS 578T	95.3	103.8	93.7	-5.2*	104.1	104.0	105.9	-14.2*	18.8	104.4
BT-549	111.4	98.5	79.0	-92.6*	101.5	103.5	88.1	-82.9*	44.3	101.4
SK-MEL-28	105.6	96.8	99.0	-65.0*	114.8	103.0	105.8	-77.4*	36.0	108.1

# Whole records, quoted from the list. Order of values: SK-MEL-2	SK-MEL-5	LOX IMVI	T-47D	MDA-MB-435	HS 578T	BT-549	SK-MEL-28
# `C=CCSc1nnc(NC(=O)CCl)s1` across the screens: 102.6	88.0	7.8*	90.3	90.8	93.7	79.0	99.0
# `C=C1C(=O)O[C@H]2[C@H]1CC/C(COC(=O)c1cc3cc(F)ccc3[nH]1)=C\CC[C@@]1(C)O[C@@H]21` across the screens: -69.0*	-94.5*	-87.2*	-51.8*	-82.0*	-14.2*	-82.9*	-77.4*

# The results go on.
(21) CC1=C(C(=O)c2ccccc2)C(c2ccc3c(c2)OCO3)NC(=S)N1 (centres undefined)
(22) N#Cc1c(N)n(C2OC(CO)C(O)C2O)c2ncnc(N)c12 (centres undefined)
(23) O=C1CSC(c2c(F)cccc2Cl)N1NC(=O)C(O)(c1ccccc1)c1ccccc1 (centres undefined)
(24) S=c1[nH]c2cc3ccccc3cc2[nH]1
(25) O=C(Nc1ccc2c(O)c(N=Nc3ccccc3)c(S(=O)(=O)O)cc2c1)Nc1ccc2c(O)c(N=Nc3ccccc3)c(S(=O)(=O)O)cc2c1
(26) CN1CCN(CCCOc2ccc3nc(Nc4ccc(C(F)(F)F)c(Cl)c4)ccc3c2)CC1
(27) COc1ccc(-c2ccc(-c3ccc(C(=N)N)cn3)o2)cc1Cl
(28) O=C(O)C(=O)Nc1ncn[nH]1
(29) CCCCCC1CCCCN1C(=O)OCC(C)C (centres undefined)
(30) CC(=O)OCC1CC2CC(O)C1C2 (centres undefined)
assay / compound	21	22	23	24	25	26	27	28	29	30
SK-MEL-2	60.5	/	102.9	99.2	98.4	8.9*	83.1	120.1	120.4	108.4
SK-MEL-5	28.2	-33.4*	89.5	84.1	111.1	34.1	12.0	/	105.4	98.9
LOX IMVI	36.2	-52.4*	94.2	91.0	94.1	-83.1*	-71.0*	95.3	94.6	102.8
T-47D	67.9	-46.2*	93.3	74.6	77.7	39.9	31.1	101.6	108.1	109.9
MDA-MB-435	-49.5*	-58.4*	103.9	116.6	105.9	-74.9*	-69.4*	113.1	93.5	103.5
HS 578T	23.4	-19.2*	90.1	58.2	106.3	16.3	59.1	102.6	105.7	99.9
BT-549	50.6	/	103.8	83.2	108.3	80.9	57.8	125.6	/	110.8
SK-MEL-28	70.9	-60.9*	107.3	102.6	107.4	-73.2*	70.1	94.2	104.9	107.3

(31) CC1CCC2(CC1)SCC(=O)N2NC(=O)C1CC1 (centres undefined)
(32) Cc1ccc(Sc2nnc(/N=C3\C(=O)Nc4ccc(C)cc43)s2)cc1
(33) CC(=O)CS(C)(=O)=O
(34) Cc1sc2c(c1C)c(=O)nc1c(-c3nc(-c4ccc(F)cc4)no3)n[nH]n12
(35) COc1ccc(C(=O)C2C(c3ccc(OC)cc3)C3CCCN3C23C(=O)Nc2ccccc23)cc1 (centres undefined)
(36) COc1cc(/C=C/c2cccnc2Nc2ccc(F)cc2)cc(OC)c1OC
(37) COc1ccc(-c2c(-c3nc4ccccc4s3)c(N)nc3c(C(=O)Nc4ccc(Cl)cc4)c(Nc4ccccc4)nn23)cc1
(38) CC1(C)CC(=O)C2=C(C1)N(c1ccc(F)cc1F)C(N)=C(C#N)C2c1ccc(Br)cc1 (centres undefined)
(39) CC(C)CSc1nc(N)nc2nc[nH]c12
(40) S=C(c1ccccc1)N1CCOCC1
assay / compound	31	32	33	34	35	36	37	38	39	40
SK-MEL-2	124.4	109.4	102.8	113.0	99.0	74.9	99.2	100.1	93.6	/
SK-MEL-5	99.7	102.3	98.0	106.9	98.7	84.2	103.0	97.0	92.6	103.8
LOX IMVI	98.6	65.3	100.7	93.7	87.6	81.3	97.4	98.7	92.3	96.4
T-47D	94.5	83.2	108.9	95.5	90.3	79.5	/	106.7	100.4	104.1
MDA-MB-435	100.3	88.4	106.4	104.9	96.4	83.0	104.5	101.5	107.7	110.7
HS 578T	116.9	89.3	107.3	104.7	90.0	91.3	94.8	107.2	247.2	114.7
BT-549	103.9	117.5	108.8	101.8	103.0	97.7	95.0	111.3	99.1	112.0
SK-MEL-28	115.6	114.5	112.5	114.9	113.5	81.9	110.7	112.2	145.1	103.4

# Just BT-549, SK-MEL-28 and LOX IMVI, for some of the entries so far:
item | Structure | BT-549 | SK-MEL-28 | LOX IMVI
3 | Cc1ccccc1C(C(=O)Cl)(c1ccccc1)c1ccccc1C | / | 106.7 | 88.5
4 | Nc1cc(=O)nc2cn[nH]n12 | 103.3 | 115.8 | 103.7
5 | COc1ccc(C(=O)c2sc3nc(-c4ccccc4)cc(-c4ccc(F)cc4)c3c2N)cc1OC | 92.7 | 100.4 | 85.0

# Additional records follow:
(41) CCN1Cc2c(/C=C/c3ccccc3)nc3ccc(OC)cc3c2N(c2cccc(Cl)c2)C1
(42) O=C(O)c1c2c(nc3ccccc13)Cc1ccccc1-2
(43) O=C1C2C3C=CC(C3)C2C(=O)N1O (centres undefined)
(44) CC1=NN(c2ccc(N)cc2)C(=O)C1
(45) NN1c2nc3c(cnn3-c3ccccc3)c(=O)n2NC1c1ccc(Cl)cc1 (centres undefined)
(46) COC(=O)C1=C(\O)CCCC/C=C\1C(=O)O
(47) COc1ccccc1NC1=C(Cl)C(=O)c2nc(C)ccc2C1=O
(48) Cc1nn(-c2ccc(Cl)cc2)c2ncnc(N/N=C/c3cccc(F)c3)c12
(49) C=CCNC(=S)NCC
(50) CCCCCCNC(=O)c1cc(NCc2cc(O)ccc2O)ccc1O
assay / compound	41	42	43	44	45	46	47	48	49	50
SK-MEL-2	77.5	122.0&108.8	111.9&88.5	107.1	110.3	99.2	78.8	101.4	93.0	95.5
SK-MEL-5	20.6	102.1&110.2	97.5&105.6	98.6	97.5	/	-93.3*	88.1	/	90.0
LOX IMVI	73.0	90.1&99.9	96.3&95.1	95.0	85.9	94.3	-73.0*	/	91.8	67.7
T-47D	55.1	98.5&97.3	97.8&103.1	87.7	101.2	93.5	-44.7*	67.5	113.2	21.3
MDA-MB-435	76.1	96.6&111.7	105.5&105.2	108.6	101.7	103.9	-86.0*	85.6	100.6	71.5
HS 578T	104.7	84.2&94.1	105.9&106.0	/	105.3	101.9	72.1	28.7	97.0	70.5
BT-549	95.2	88.1&103.3	103.9&111.7	133.1	100.3	96.1	83.5	86.7	107.9	22.4
SK-MEL-28	95.9	98.4&108.5	111.5&102.4	119.4	112.9	110.9	14.1	85.0	104.4	100.9

# Additional entries.
# Values run as follows: SK-MEL-2	SK-MEL-5	LOX IMVI	T-47D	MDA-MB-435	HS 578T	BT-549	SK-MEL-28
51	N#Cc1c(NCc2ccc(Br)cc2)sc2c1CCCC2
 : 104.8	99.9	96.7	70.5	104.6	102.4	121.5	103.6
52	C=C(C)[C@@H]1CC[C@]2(C(=O)O)CC[C@]3(C)[C@H](CC[C@@H]4[C@@]5(C)CC/C(=N\OCCC#N)C(C)(C)[C@@H]5CC[C@]43C)[C@@H]12
 : 95.1	74.9	88.0	55.6	88.2	99.2	104.4	90.0
53	COc1cc(OC)c(/C=C/S(=O)(=O)Cc2ccc(OC)c(NCC(=O)NO)c2)c(OC)c1
 : 51.1	-30.6*	8.1*	74.3	-8.0*	17.0	11.6	56.8
54	S=c1[nH]cc(Oc2ccc(Cl)cc2Cl)c(=S)[nH]1
 : 114.1&104.4	98.8&101.5	92.4	102.4&110.8	92.2&112.3	108.6&106.3	121.0	97.0&103.0
55	Oc1[nH]c2ccc(Cl)cc2c1/C=c1/ccc2c(c1)N=C(c1cc(F)cc(F)c1)N=2
 : 54.8	35.5	47.2	88.4	1.4*	63.0	81.9	65.4
56	Cc1ccc2nc(NC(=O)CSc3nc(Nc4ccc([N+](=O)[O-])cc4)c(C#N)c(-c4ccccc4)n3)sc2c1
 : 104.0	98.0	96.7	-58.4*	107.1	85.0	91.1	109.5
57	Cc1ccc(C2=C/C(=C/c3ccc(Cl)cc3)C(=O)N2CCc2ccc(S(N)(=O)=O)cc2)cc1
 : 95.2	98.1	93.3	77.9	103.3	90.9	83.4	112.8
58	O=C1OC(=O)c2ccc(-c3ccc4c(c3)ncn4C3CCCCC3)c3cccc1c23
 : 106.6	103.1	96.7	82.3	111.7	104.8	106.9	102.7
59	CC1=C(C(=O)Nc2ccccc2)C(c2ccc(N(C)C)cc2)n2c(nc3ccccc32)N1 (centres undefined)
 : 100.7	99.8	100.4	97.9	93.0	70.4	110.5	112.6
60	O=Cc1ccccc1C(=O)O
 : 108.9	101.3	100.6	97.2	96.6	100.4	102.2	106.0
61	C=C(C)[C@@H]1CC=C2c3sc(-c4ccc(OC)cc4)nc3C[C@@H](C)[C@]2(C)C1
 : 113.9	101.4	96.1	110.3	101.1	98.6	107.0	105.3
62	CSc1nc2c(c(=O)n1C)C1(C(=O)N(Cc3ccccc3)c3ccccc31)c1c(nc(SC)n(C)c1=O)N2
 : 80.8	93.0	100.7	63.7	107.3	97.9	103.6	103.6
63	Cc1nc(-c2cc3ccccc3oc2=O)ccc1C(=O)/C=C/c1ccccn1
 : 107.6	95.9	-84.5*	52.1	70.8	80.3	82.5	95.1
64	O=C(O)CC1CCN(c2ccc3nnc(Cl)n3n2)CC1
 : 105.9	100.5	95.6	96.8	105.2	101.6	101.4	102.2
65	CCc1c(C)c2cc3[nH]c(N)nc3c(C)c2oc1=O
 : 97.9	98.6	102.4	105.3	102.5	101.7	106.6	111.5

# Following part.
# Values run as follows: SK-MEL-2	SK-MEL-5	LOX IMVI	T-47D	MDA-MB-435	HS 578T	BT-549	SK-MEL-28
66	CC(=O)Nc1cccnc1
 : 93.1	108.9	96.1	/	96.4	93.4	/	100.0
67	C#CCC1(C)NS(=O)(=O)c2ccccc21 (centres undefined)
 : 93.3	103.1	96.4	72.8	100.9	102.2	97.3	114.3
68	COc1cc2ncnc(Oc3ccc(NC(=O)Nc4cnn(C(C)C)c4)c4ccccc34)c2cc1OC
 : 99.4	102.3	93.3	86.0	112.7	93.4	129.5	116.6
69	O=C(CCc1nc2sc3c(c2c(=O)[nH]1)CCC3)NCc1cn(-c2ccccc2)nc1-c1ccccc1
 : /	72.5	44.0	-0.3*	76.1	48.4	95.6	79.1
70	CCN(CC)CCC(CN=C(N)N)c1ccccc1 (centres undefined)
 : 104.9	98.6	96.8	/	107.3	93.2	96.1	103.9

# Screens as filed in PubChem.
